# Screening results as filed in PubChem.
# CHT inh = inhibitors of human choline transporter CHT; High affinity choline transporter 1 (Homo sapiens), Q9GZV3; CHT-expressing cells, membrane potential dye, choline response; hits give low values; B-score at 10 µM; 0.86% of 310,000 active;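 active = B-score over 3 SD under the library average, and starting fluorescence ratio not unusually high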;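 also: choline stimulus applied at its EC90 after an EC20 pre-addition; B-score computed on integrated fluorescence ratio after choline addition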
# Target sequence (Q9GZV3 whole entry, looked up): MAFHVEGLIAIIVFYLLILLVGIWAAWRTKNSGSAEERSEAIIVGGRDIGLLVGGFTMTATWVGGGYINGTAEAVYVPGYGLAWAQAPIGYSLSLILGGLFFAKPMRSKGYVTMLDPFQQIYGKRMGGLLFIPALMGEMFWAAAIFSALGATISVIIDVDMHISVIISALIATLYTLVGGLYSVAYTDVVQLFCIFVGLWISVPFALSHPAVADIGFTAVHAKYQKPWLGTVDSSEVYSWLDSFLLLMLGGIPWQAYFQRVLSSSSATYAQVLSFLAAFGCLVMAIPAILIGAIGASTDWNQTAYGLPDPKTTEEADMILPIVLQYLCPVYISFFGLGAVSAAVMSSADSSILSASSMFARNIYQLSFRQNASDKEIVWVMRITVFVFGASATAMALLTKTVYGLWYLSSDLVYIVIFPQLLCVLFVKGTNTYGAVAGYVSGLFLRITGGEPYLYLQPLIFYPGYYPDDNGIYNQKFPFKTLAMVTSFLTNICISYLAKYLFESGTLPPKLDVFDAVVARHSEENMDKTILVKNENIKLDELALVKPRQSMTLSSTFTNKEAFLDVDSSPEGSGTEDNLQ
# Kir21 block = inhibitors of mouse Kir2.1 inward-rectifier potassium channel | Inward rectifier potassium channel 2 (Mus musculus), P35561 | HEK293-Kir2.1, FluxOR thallium flux fluorescence; hits give low values | B-score at 10 µM | 0.85% of 310,000 active | AID 1672, 2009;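 active = fluorescence ratio B-score at or below minus 3 SD of library scores, with starting-brightness B-score within 2 SD, cut at about -4.2 in these data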;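 also: channel flux triggered by added potassium and thallium sulfate stimulus; B-score of peak minus minimum fluorescence over baseline after thallium stimulus; more negative B-score means stronger Kir2.1 block with less thallium influx; some compounds called inactive have numbers as strong as hits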
# Target sequence (P35561 whole entry, looked up): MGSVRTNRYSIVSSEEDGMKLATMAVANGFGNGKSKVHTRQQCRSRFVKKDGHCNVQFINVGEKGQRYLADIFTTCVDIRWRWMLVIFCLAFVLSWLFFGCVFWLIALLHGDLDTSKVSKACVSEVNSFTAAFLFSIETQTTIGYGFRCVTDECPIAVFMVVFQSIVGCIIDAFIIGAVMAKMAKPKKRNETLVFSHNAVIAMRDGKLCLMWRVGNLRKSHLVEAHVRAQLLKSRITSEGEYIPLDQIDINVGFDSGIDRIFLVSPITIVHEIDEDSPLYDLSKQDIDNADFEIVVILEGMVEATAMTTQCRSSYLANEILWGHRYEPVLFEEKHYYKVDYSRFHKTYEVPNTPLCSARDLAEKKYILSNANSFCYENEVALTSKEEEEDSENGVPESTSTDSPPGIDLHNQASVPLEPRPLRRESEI
# KCNQ2 inh = KCNQ2 potassium channel inhibitors, primary screen, cell-based, CHO-K1, FluxOR thallium flux, B-score (AID 2156); B-score at 10 µM; 20 min; hits give low values; 1.1% of 310,000 active; Potassium voltage-gated channel subfamily KQT member 2 (Rattus norvegicus), O88943;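 active = fluorescence ratio B-score at most minus 3 library SDs, with starting brightness B-score within 2 library SDs, cut at about -5.5 in these data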
# Starred values were filed as active, the others as inactive; i = inactive; . = not tested or not shown; & = joins results of further samples.
SMILES,CHT inh,Kir21 block,KCNQ2 inh
CCCC(=O)Nc1ccc(C=C(C(C)=O)C(C)=O)cc1,i,-2.07,i
CCc1nc(SCC(=O)Nc2ccc(F)cc2)c2c(=O)n(C)c(=O)n(C)c2n1,i,1.12,i
COC(=O)C1=CN(Cc2cccs2)C=C(C(=O)OC)C1c1cccc(Cl)c1,i,0.09,i
Cc1cnc(NC(=O)Cc2cccs2)s1,i,0.45,i
Cc1csc(NC(=O)C2CCCO2)n1 (stereo unspecified),i,0.14,i
Cc1ccc(S(=O)(=O)N/N=C\c2ccc([N+](=O)[O-])o2)cc1,i,0.77,i
COCCN1C(=O)c2oc3cc(C)c(C)cc3c(=O)c2C1c1cccc(O)c1 (stereo unspecified),i,0.88,i
CCOC(=O)c1nc(Nc2ccc(C(C)=O)cc2)c2ccccc2n1,i,-1.95,i
Cc1ccc(S(=O)(=O)N(CC(O)CN2CCOCC2)c2cc(Cl)ccc2Cl)cc1 (stereo unspecified),i,-1.08,i
O=C(/C=C/c1cccc([N+](=O)[O-])c1)N1CCN(S(=O)(=O)c2cccs2)CC1,i,-0.02,i
O=C(CS(=O)(=O)Cc1ccccc1)Nc1ccc(Br)cc1F,i,0.81,i
COc1ccc(/C=N/NC(=O)c2ccc3ccccc3c2)cc1OS(=O)(=O)c1ccc(NC(C)=O)cc1,i,0.01,i
O=C(Oc1ccc2c(=O)c(Cl)coc2c1)c1cccnc1,i,1.79,i
C/C=C/C(=O)Nc1cccc(C2=NOC3(C2)C[C@@H](C(N)=O)N(C(=O)c2cc([N+](=O)[O-])cc([N+](=O)[O-])c2)C3)c1 (stereo partly specified),i,-0.99,i
O=C(CSc1nnc(-c2ccccc2)n1-c1ccccc1)c1ccc[nH]1,i,-0.71,i
C=CCn1c(SCc2nc3ccccc3nc2C)nnc1-c1ccoc1C,i,1.11,i
CC(C)(C)c1ccc(OCCC(=O)OCC(=O)N2c3ccccc3NC(=O)C2(C)C)cc1,i,1.71,i
Cc1cc(C(=O)O)ccc1-c1ccc(/C=C2\NC(=O)N(Cc3ccc(F)cc3)C2=O)o1,i,2.09,i
CC(C)(C)c1cc(NC(=O)C2CCCO2)no1 (stereo unspecified),i,0.2,i
Nc1ccccc1C#Cc1ccccc1,i,2.54,i
C=C(C)c1cccc(C(C)(C)NC(=O)NC(c2ccccc2)c2ccc(OC)cc2)c1 (stereo unspecified),i,0.33,i
COc1ccc(CNC(=O)c2cc3c(=O)n4ccccc4nc3n(Cc3cccnc3)c2=N)cc1,i,0.3,i
COc1ccc(Cl)cc1N1C(=O)[C@@H]2C(c3cccc(OC)c3OC)=NO[C@@H]2C1=O,i,-0.37,i
Cc1ccc(S(=O)(=O)N/N=c2\oc3ccccc3cc2C(=O)Nc2cccc(C)c2)cc1,i,0.9,i
Fc1ccc(-c2n[nH]c(=S)n2-c2ccc3c(c2)OCCO3)cc1,i,-0.1,i

# Continued.
SMILES,CHT inh,Kir21 block,KCNQ2 inh
CCOP(=O)(c1ccccc1)C(O)c1ccc(F)cc1 (stereo unspecified),i,-0.77,i
CC[C@]1(O)CC2CN(CCc3c([nH]c4ccccc34)[C@@](C(=O)OC)(c3cc4c(cc3OC)N(C=O)[C@H]3[C@@](O)(C(=O)OC)[C@H](OC(C)=O)[C@]5(CC)C=CCN6CC[C@]43[C@@H]65)C2)C1 (stereo partly specified),i,0.47,i
COc1cccc(NC(=O)C2CCN(Cc3cnn(-c4ccccc4)c3-n3cccc3)CC2)c1,i,-1.58,i
COC(=O)c1ccc(COC(=O)CNS(=O)(=O)c2ccccc2)cc1,i,-0.05,i
O=C(CCl)NNc1cccc(Cl)n1,i,0.63,i
CC1CCN(C(=O)Cn2c3ccccc3c3nc4n(c(=O)c32)CCCS4)CC1,i,1.92,i
CSc1ccccc1OCc1cc(C(=O)N2CCN(C3CCCC3)C(=O)C2)no1,i,1.08,i
CC(=O)C1=NOC2C(=O)N(c3ccccc3)C(=O)C12 (stereo unspecified),i,1.38,i
COC(=O)c1ccc(N/C(=N/S(=O)(=O)c2ccccc2)c2ccccc2)cc1,i,-0.1,i
O=C(CSc1nnc(-c2n[nH]c3ccccc23)n1-c1ccccc1)Nc1cccc(Cl)c1,i,-0.5,i
O=C(NCc1ccco1)c1ccc2c(c1)S(=O)(=O)c1ccccc1C2=O,i,1.02,i
Cc1cc(C)nc(SCc2ccc(C(=O)N/N=C/c3ccco3)cc2)n1,i,-4.32*,i
CS(=O)(=O)c1ccc2nc(NC(=O)C3CCCO3)sc2c1 (stereo unspecified),i,0.41,i
O=C(Nc1cccc(Cl)c1)O/N=C\c1ccncc1,i,0.79,i
CN1CCN(Cc2nc3c(c(=O)n(C)c(=O)n3C)n2CCCc2ccccc2)CC1,i,-0.91,i
Cc1ccc(C(C)C)c(OCc2n[nH]c(=S)o2)c1,i,0.24,i
NC(=O)c1ccc(NC(=O)COC(=O)CCSc2ccccc2)cc1,i,1.54,i
CCCc1c(C)c2c(C)[nH]nc2oc1=O,i,0.36,i
Cc1noc(C)c1COc1ccccc1C(=O)N(C)CC(=O)Nc1cccc(F)c1,i,-0.4,i
COc1ccccc1OCC(=O)O,i,-1.14&0,i
CCc1nc(SCC(=O)Nc2ccc(C(=O)O)cc2)n[nH]1,i,-2.92,i
NC(=O)Cn1c(=O)n(Cc2ccccc2)c(=O)c2cccnc21,i,-2.12,i
Cc1cc(=O)[nH]c(SCCCOc2ccc(F)cc2)n1,i,-1.37,i
c1ccc(-c2nc3cnccn3c2Nc2ccc3c(c2)OCCO3)cc1,i,-0.05,i
Cc1ccc(NC(=O)c2cccc(C(=O)OC(C)C)n2)c(Br)c1,i,-0.97,i

# Later entries
SMILES,CHT inh,Kir21 block,KCNQ2 inh
CC(C)c1nc2c(s1)CCc1onc(-c3ccc(Cl)cc3)c1-2,i,-0.19,i
O=C1CC(c2cccc(Oc3ccccc3)c2)NC(=O)N1 (stereo unspecified),i,0.02,i
Brc1ccc2oc3c(N4CCOCC4)ncnc3c2c1,.,1.93,i
CC(=O)N1CCc2cc(Br)cc(S(=O)(=O)N3CCCCCC3)c21,i,1.05,i
COc1ccc(NC(=O)CSc2nnc(-c3ccc(C)cc3)n2N)cc1,i,-0.69,i
C[C@H](NC(=O)c1nc[nH]c1C(=O)NC(c1ccccc1)c1ccccc1)C(=O)OC(C)(C)C,i,-0.92,i
N#C/C(=C\C=C\c1ccccc1)C(=O)Nc1ccccc1,i,-0.47,-7.41*
COc1cc(-c2nnc(COc3ccc(Cl)cc3C)o2)cc(OC)c1OC,i,-0.89,i
COc1ccc(O)c(-c2cc(-c3ccccc3Cl)[nH]n2)c1,i,0.32,i
CCN1CCN(CCC(=O)Nc2cc(C)ccc2C)CC1,i,-0.11,i
CCCCc1nc2n[nH]c(N)c2c2c1CCCC2,i,-1.01,i
CN(Cc1nc(-c2cnccn2)no1)CC1(c2ccccc2)CC1(C)C (stereo unspecified),i,-2.31,i
CC(OC(=O)CCC(=O)N1CCN(S(=O)(=O)c2ccc3ccccc3c2)CC1)C(=O)NC(N)=O (stereo unspecified),i,-1.55,i
CCOC(=O)CSc1nnc(-c2cccnc2)o1,i,0.54,i
O=C(COC(=O)c1ccc2c(c1)OCCO2)Nc1cccc(S(=O)(=O)N2CCOCC2)c1,i,0.01,i
COc1ccccc1N1CCN(CC(O)COCc2cccs2)CC1 (stereo unspecified),i,-0.9,i
CCOc1cc(/C=C2/C(=N)N3N=C(CC)SC3=NC2=O)ccc1OC(=O)c1ccco1,i,0.01,i
CCOC(=O)C1CCc2nc3ccccc3c(=O)n21 (stereo unspecified),i,1,i
Cc1sc(=NC(=O)c2ccco2)n(C)c1-c1ccccc1,i,-2.5,i
Cc1onc(-c2ccccc2Cl)c1C(=O)OCC(=O)Nc1ccc2c(c1)OCO2,i,0.52,i
NS(=O)(=O)c1ccc(CNC(=O)c2cc(-c3ccccc3)nc3ccccc23)cc1,i,-1.14,i
COc1ccc(NC(=O)C(NC(=O)c2ccc(=O)[nH]c2)c2ccc(OC)cc2)cc1 (stereo unspecified),i,-0.66,i
COc1ccc(NC(=O)CSc2nc3scc(C)c3c(=O)[nH]2)cc1,i,-0.08,i
Cc1cc(C)cc(NS(=O)(=O)c2ccc3oc(=O)ccc3c2)c1,i,-0.38,i
CCN(CC)C(=O)CC1(c2ccccc2OC)CCOC(C(C)C)C1 (stereo unspecified),i,-0.67,i

# Further records follow.
SMILES,CHT inh,Kir21 block,KCNQ2 inh
COc1ccc(OC)c(N=Cc2c(O)[nH]c3ccccc23)c1,i,-1.7,i
CCCCN(NC(C)=O)c1nc(Cl)nc(NC(C)C)n1,i,1.09,i
COc1ccc(CCNC(=O)CSc2nc(-c3ccco3)cc(C(F)(F)F)n2)cc1,i,-1.19,i
COC(=O)c1nnn(Cc2ccccc2)c1N,i,-2.51,i
Cc1ccc(-c2nn3c(C)nnc3s2)cc1NC(=O)c1ccc(OC(C)C)cc1,i,-0.05,i
COc1ccc(CN2C(=O)N(c3ccccc3)C(=O)C2CC(=O)Nc2ccccc2)cc1OC (stereo unspecified),i,-1.25,i
CCOc1ccc(C(=O)NCCN2CCOCC2)cc1,i,0.06,i
COc1ccc(C(=O)NCc2cccnc2)cc1S(=O)(=O)N1CCOCC1,i,1.78,i
O=C(Cn1c(=S)[nH]c2ccccc21)c1ccccc1,i,-3.36,i
O=C(NCCNCCO)C1(C(F)(F)F)C/C(=C\CCO)CCCO1 (stereo unspecified),i,0.02,i
CCN(C(=O)COC(=O)c1cc2ccccc2cc1O)C1CCS(=O)(=O)C1 (stereo unspecified),i,-1.15,i
Cc1ccc(Cn2c(O)c(N=NC(=S)Nc3ccccc3F)c3cc(S(=O)(=O)N4CCOCC4)ccc32)cc1,.,-0.33,i
CN1CCN(C(=O)C2=C[C@@H](c3ccc(Br)cc3)C[C@@H](OCc3ccc(CO)cc3)O2)CC1,i,-1.52,i
CCCCOc1ccc(-c2nc(-c3cccnc3)no2)cc1,i,-0.38,i
O=C(C1CCOCC1)N1CCCC(N2CCN(c3ccc(F)cc3)CC2)C1 (stereo unspecified),i,-0.46,i
O=S(=O)(Cc1nnnn1-c1ccccc1)c1ccc(Cl)cc1,i,0.24,i
CSc1nc(C=Nc2ccccc2Cl)c(O)n1Cc1cccc(Cl)c1,i,-0.53,i
CC(C)C(=O)Nc1nnc(CCN2CCCCC2)s1,i,0.22,i
ClCC1CSC(=NC23CC4CC(CC(C4)C2)C3)O1 (stereo unspecified),i,-0.04,i
CCCC1(c2ccccc2)NC(=O)N(CC(=O)c2[nH]c(C)c(C(=O)OCC)c2C)C1=O (stereo unspecified),-9.81*,-1.32,i
CCCC1=C(C(=O)OCC)C(c2ccc(OC)c(C)c2OC)C(C#N)=C(N)O1 (stereo unspecified),i,-1.64,i
CCOc1ccc(C(C(=O)NC2CCCCC2)N(C(=O)c2ccccn2)c2cccnc2)cc1 (stereo unspecified),i,-0.25,i
O=C(/C=C/c1c[nH]c2ccccc12)c1ccccc1,i,-1.31,i
Cc1ccc(CNC(=O)CCNC(=O)Cn2ccc3ccccc3c2=O)cc1,i,-0.45,i
COCC(=O)N1CCC(Oc2ccc(C(=O)N3CCSCC3)cc2)CC1,i,-0.18,i

# Going on with the list.
SMILES,CHT inh,Kir21 block,KCNQ2 inh
N#CCc1nc(-c2cc3ccccc3oc2=O)cs1,i,-0.1,i
C/C(CC(=O)Nc1cccnc1)=N\NC(=O)C(=O)NC(C)C,i,1.53,i
O=C(O)c1c[nH]c2ccc(S(=O)(=O)N3CCN(c4ccc(F)cc4)CC3)cc2c1=O,i,0.16,i
O=c1[nH]c2ccc(Br)cc2c(-c2ccccc2)c1N1CCOCC1,i,1.37,i
Cc1ccc(N2C(=O)c3oc4ccccc4c(=O)c3C2c2cccc(O)c2)nc1 (stereo unspecified),i,0.38,i
Cc1ccc(OCCCNC2CCCC2)cc1,i,2.35,i
CC1CCN(CCNC(=O)c2ccc3c(=O)n(Cc4ccc(Cl)cc4)c(=S)[nH]c3c2)CC1,i,-0.3,i
c1cncc(-c2nnc(SCc3nc4ccccc4[nH]3)o2)c1,i,0.8,i
O=C(CSc1ccccn1)Nc1ccc(N2CCOCC2)cc1,i,-0.34,i
